H1N1 NS1A inhibition – H1N1 influenza NS1A inhibitors, functional cell based assay (AID 504329); NS1A functional cell-based assay, percent inhibition; higher % means a stronger effect; inhibition, % at 12.5 µM; hits with a dose series show IC50 in µM; actives 0.3% (n = 340,000); in the data active = a potency from the dose series; inconclusive = inhibition above about 27% without an active follow-up result; also: strong numbers were not always called active
Salmonella PhoP GFP – PhoP regulon inhibitors, Salmonella typhi PhoP promoter GFP reporter, confirmatory (AID 1850); actives 0.33% (n = 310,000); one-dose inhibition, % at 50 µM; IC50 in µM for titrated hits; Salmonella Typhi PhoP-promoter GFP reporter, fluorescence, 4 h; higher % means a stronger effect; in the data active = a potency from the dose series; inconclusive = inhibition mostly from about 25% at the one dose, without a potency; inactive = the rest, 99 in 100 with inhibition below about 19%;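 also: 0% = induced wells with vehicle and 100% = uninduced wells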
VEEV TC-83 Vero – inhibitors of VEEV TC-83 cytopathic effect, confirmation, Vero cells (AID 588727) | Vero cells, VEEV TC-83 cytopathic effect inhibition; higher % means a stronger effect | one-dose inhibition, % at 20 µM; IC50 in µM for titrated hits | actives 0.13% (n = 350,000); in the data active = a potency from the dose series; inconclusive = inhibition mostly from about 14% at the one dose, without a potency; inactive = the rest, 99 in 100 with inhibition below about 12%; also: strong numbers were not always called active
M. tuberculosis HTS – M. tuberculosis growth inhibition, HTS (AID 449762); actives 0.59% (n = 330,000); M. tuberculosis H37Rv growth inhibition, 7H9 media; higher % means a stronger effect; inhibition, % at 25 µM, or IC50 in µM where a hit was titrated; in the data active = a potency from the dose series; inconclusive = inhibition above about 70% without an active follow-up result;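 also: bacterial growth assessed after seven days of incubation; strong numbers were not always called active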
M. tuberculosis – growth inhibition of non-replicating M. tuberculosis (AID 488890); Mycobacterium tuberculosis non-replicating, growth inhibition; higher % means a stronger effect; inhibition, % at 25 µM, or IC50 in µM where a hit was titrated; actives 0.39% (n = 320,000); in the data active = a potency from the dose series; inconclusive = inhibition mostly from about 82% at the one dose, without a potency; inactive = the rest, 99 in 100 with inhibition below about 76%;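 also: plate controls were DMSO cells for no effect and high antibiotic wells for full effect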
VEEV TC-83 Vero 10K pilot screen – recorded beside VEEV TC-83 Vero, whose call it bears; inhibition, %; measured here: 10K pilot screen inhibition
* hit, by the source's call; i = inactive; u = inconclusive; x = no result given.

SMILES	H1N1 NS1A inhibition	Salmonella PhoP GFP	VEEV TC-83 Vero	M. tuberculosis HTS	M. tuberculosis	others
CCCOc1ccc(-c2c(C(=O)N/N=C/c3cccs3)nnn2-c2nonc2N)cc1	-5%	-1%	9.1%	0%	16%
COc1cc2c(cc1OC)-c1cc(NCc3ccccn3)nc(=O)n1CC2	-26%	6%	2.4%	0%	-10%
CC(C)NC(=O)C1CCCN(S(=O)(=O)c2cccc3nonc23)C1 (stereo not given)	0%	6%	1.6%	-5%	-14%
CC(=O)Nc1cccc(C(=O)Nc2cccc3ncccc23)c1	12%	8%	i	-2%	-4%
C[C@@H]1[C@H](O)C[C@@]23COC(=O)C2=CCC[C@@H]3[C@@]1(C)CC/C(=C/CO)CO	-7%	-1%	0.8%	-8%	-19%
CC(C)OC(=O)CSc1nnc(SCc2cccc3ccccc23)s1	3%	5%	1.5%	u	u
CCc1ccc(C2=Nn3c(nnc3-c3cccs3)SC2)cc1	2%	4%	2.8%	6%	41%
Cc1cc(C)c2c(c1)/C(=N/NS(=O)(=O)c1ccccc1)CCC2	12%	5%	0.3%	-19%	1%
CCN(CCO)c1nc(SC)nc2c1sc1nc(-c3ccco3)c3c(c12)CCC3	-15%	10%	3.0%	9%	46%
CCCc1cc(C(=O)N2CCCN(C)CC2)cs1	-8%	-1%	2.1%	-22%	-11%
CSc1nc2ccccc2c(=O)n1Cc1ccc(F)cc1	3%	6%	1.6%	-7%	-14%
Cc1cc(C(=O)N/N=C/C=C/c2ccc([N+](=O)[O-])cc2)n[nH]1	-2%	-3%	0.9%	4%	18%	VEEV TC-83 Vero 10K pilot screen=1.9
COc1ccc(C2C(C(=O)O)c3ccccc3C(=O)N2C)cc1Br (stereo not given)	4%	-1%	i	-9%	-13%
O=C(/C=C/c1ccccc1)C1C(=O)c2ccccc2C1=O	-16%	-4%	5.2%	u	u
COc1ccc(-c2cc3c(=O)n(CC(=O)NCc4cccnc4)nc(C)n3n2)cc1	-2%	-14%	1.9%	10%	-5%
O=C(NC(=S)Nc1ccc(CN2CCOCC2)cc1)c1cc2ccccc2o1	-3%	9%	0.2%	69%	u
c1ccc2sc(Nc3nc4cc5c(cc4s3)OCO5)nc2c1	3%	0%	10%	u	u
CC(C)(C)c1ccc(OCC(=O)Nc2ccc(-c3nc4cccnc4o3)cc2)cc1	4%	3%	6.0%	-8%	-3%
C/C(Cl)=C\Cn1c(NCCc2ccccc2)nc2c1c(=O)n(C)c(=O)n2C	-1%	-8%	3.9%	-14%	-1%
Cc1ccc(CN2CCN(Cc3ccc4c(c3)OCCO4)CC2CCO)cc1 (stereo not given)	12%	-1%	i	-5%	3%
CCCNC(=S)N1CCN(c2nc(C)nc3sc4c(c23)CCCC4)CC1	2%	-3%	5.2%	u	-2%
Cc1ccc(S(=O)(=O)N2CCOCC2)cc1NC(=O)COC(=O)Cc1ccsc1	-2%	0%	i	-4%	-7%
CC1(C)CC(=O)c2cc(C(=O)NC3CCSC3=O)c(=O)n(-c3ccccc3)c2C1 (stereo not given)	-1%	8%	3.1%	-7%	-11%
CN1C(=O)C(O)(CC(=O)/C=C/c2ccco2)c2cc(Br)ccc21 (stereo not given)	-4%	-3%	i	9%	14%
CC(/C=C/C1(O)C(C)CC(=O)CC1(C)C)OC1OC(CO)C(O)C(O)C1O (stereo not given)	-5%	10%	3.3%	-5%	-8%
CCOc1ccccc1/C=N/NC(=O)c1ccc(Cn2cc([N+](=O)[O-])cn2)o1	2%	-2%	0.5%	-5%	10%
CCOC(=O)C1=C(O)c2ccccc2C(=O)/C1=C\c1ccc(C)cc1	21%	142µM*	0.3%	5%	67%
COc1nc(Nc2cccc(F)c2)nc(OC)n1	0%	2%	2.5%	14%	1%
CC1(C)CC(=O)C(N=Nc2cc(C(F)(F)F)ccc2Cl)=C(O)C1	7%	0%	13%	-8%	9%
CCOc1ccc(C2c3c(oc4cc(C)c(C)cc4c3=O)C(=O)N2CCCN(C)C)cc1OC (stereo not given)	11%	-5%	0.1%	-2%	-1%
Cc1ccc(NC(=S)Nc2cccnc2)c(S(=O)(=O)N2CCCCC2)c1	-2%	3%	1.9%	7%	64%
COc1ccc(NC(=O)c2ccc3c(c2)CCN3S(=O)(=O)c2ccccc2)cc1	-3%	7%	5.0%	14%	31%
O=C(NCCCN1CCOCC1)C(=O)N/N=C/c1cccc2ccccc12	-24%	19%	1.7%	-7%	2%
CC1=CC(C)(C)N(C(=O)CSc2nnc(N)s2)c2cc(C)c(C)cc21	0%	-9%	5.1%	2%	0%
COC(=O)C1=C(c2ccc(F)cc2OCc2ccccc2)C[C@@H]2CC[C@H]1N2C	-4%	x	i	-1%	1%
CCNS(=O)(=O)c1cc(OC)ccc1OC	-26%	1%	i	-2%	-3%
Cc1ccc(S(=O)(=O)c2nc(-c3ccccc3)oc2NCCN2CCOCC2)cc1	-4%	-9%	0.8%	14%	8%
c1ccc(NNC2=NCCCCC2)cc1	-17%	8%	0.1%	92%	37%
O=C(c1ccc(S(=O)(=O)c2ccccc2)cc1)N1CCCCCC1	-7%	-3%	0.1%	-4%	1%
Cc1ccc(OCCNC(=O)c2cccc(C)c2)cc1	-5%	-2%	i	5%	x
COc1ccc(-c2cc(-c3ccccc3)nc(SC(C)C(=O)O)c2C#N)cc1 (stereo not given)	1%	-9%	5.8%	6%	11%
O=C(CC(=O)c1cccnc1)c1ccccc1	1%	x	8.7%	x	x
Cc1cc(Cl)ccc1NNC(=O)c1snnc1C	-18%	6%	i	60%	24%
COc1ccc(CNC(=O)CSCc2ccccc2Cl)cc1	3%	2%	0.5%	3%	43%
Cc1ccc(OP2(=O)Nc3cc(C)c(C)cc3S2)cc1 (stereo not given)	16%	x	0.1%	x	x
O=C(NC1CCCCCC1)c1ccc(OCC2CCCO2)cc1 (stereo not given)	4%	3%	0.6%	0%	u
CCOC(=O)C1CCN(Cc2ccc(OC)cc2OC)CC1	-10%	15%	0.8%	-13%	-8%
Cc1ccc(C)c(NS(=O)(=O)c2cc(C(=O)NCCC3=CCCCC3)ccc2C)c1	-3%	-14%	1.9%	-2%	9%
CCN1CCc2c(OCC(=O)N3CCCc4ccccc43)cccc2C1=O	-3%	0%	0.1%	-10%	22%
Cc1ccc(-n2c(O)c(C=NC3CCS(=O)(=O)C3)c3ccccc3c2=O)cc1C (stereo not given)	-4%	5%	i	0%	-2%
O=[N+]([O-])c1ccc(N2CCN(S(=O)(=O)c3ccccc3[N+](=O)[O-])CC2)cc1N1CCc2ccccc2C1	-2%	-9%	0.3%	2%	7%
CC(C)c1ccc(/C=C/C(=O)Nc2nncs2)cc1	5%	-8%	i	-2%	14%
CCOC(=O)c1ccc(S(=O)(=O)NCCN2CCOCC2)cc1	3%	-1%	1.3%	-5%	-5%
Cc1cc(C)nc(N2CCCC(C(=O)Nc3nnc(C)s3)C2)n1 (stereo not given)	20%	0%	i	4%	-2%
CCN1CCc2c(sc(NC(=O)Nc3ccc(Cl)c(Cl)c3)c2C(N)=O)C1	-37%	-40%	u	9%	21%
OC[C@@H](O)C1OC2NC(=S)OC2C1O (stereo not given in full)	-3%	7%	i	-3%	-4%
Clc1cc(Cl)cc(C2=NC(Cc3ccccc3)CO2)c1 (stereo not given)	-8%	-4%	0.3%	2%	1%	VEEV TC-83 Vero 10K pilot screen=0.3
CCOC(=O)c1sc(=NC(=O)c2ccc(C)cc2)n(C)c1C	1%	3%	0.8%	-4%	8%
Cn1cc(Br)c(C(=O)Nc2ncc(Br)s2)n1	-8%	-4%	i	1%	-26%
CNC(=O)CSCCn1c(SCC(=O)NC)nc2ccccc2c1=O	2%	0%	2.4%	2%	-7%

Reprinted from the listing for reference:
SMILES	H1N1 NS1A inhibition	Salmonella PhoP GFP	VEEV TC-83 Vero	M. tuberculosis HTS	M. tuberculosis	others
Cc1cc(C)nc(N2CCCC(C(=O)Nc3nnc(C)s3)C2)n1 (stereo not given)	20%	0%	i	4%	-2%
CCN1CCc2c(sc(NC(=O)Nc3ccc(Cl)c(Cl)c3)c2C(N)=O)C1	-37%	-40%	u	9%	21%
OC[C@@H](O)C1OC2NC(=S)OC2C1O (stereo not given in full)	-3%	7%	i	-3%	-4%
Clc1cc(Cl)cc(C2=NC(Cc3ccccc3)CO2)c1 (stereo not given)	-8%	-4%	0.3%	2%	1%	VEEV TC-83 Vero 10K pilot screen=0.3
CCOC(=O)c1sc(=NC(=O)c2ccc(C)cc2)n(C)c1C	1%	3%	0.8%	-4%	8%
Cn1cc(Br)c(C(=O)Nc2ncc(Br)s2)n1	-8%	-4%	i	1%	-26%
CNC(=O)CSCCn1c(SCC(=O)NC)nc2ccccc2c1=O	2%	0%	2.4%	2%	-7%

Next section:
SMILES	H1N1 NS1A inhibition	Salmonella PhoP GFP	VEEV TC-83 Vero	M. tuberculosis HTS	M. tuberculosis	others
COc1ccc(N2CCN(C(=O)CSc3nnc4c(C)cc5ccc(C)c(C)c5n34)CC2)cc1	-1%	6%	i	-13%	19%	VEEV TC-83 Vero 10K pilot screen=2.3
CS(=O)(=O)N(CC(=O)Nc1ccccc1C(=O)N1CCCC1)c1cccc([N+](=O)[O-])c1	3%	-6%	0.7%	6%	5%
CC(=O)Nc1ccc(S(=O)(=O)N2CCC(=O)Nc3ccccc32)cc1	3%	8%	0.0%	-7%	-10%
O=C(c1cnccn1)N1CCN(S(=O)(=O)c2cccc(Cl)c2)CC1	-18%	x	0.9%	11%	-6%
COc1ccc(NC(=O)N2CCC(CO)(CC3CCCCO3)CC2)c(OC)c1 (stereo not given)	-3%	-9%	1.1%	7%	1%
CCc1cc(=O)oc2cc(C)cc(OCC(=O)N3CCC(C(=O)O)CC3)c12	-4%	9%	0.2%	-6%	4%
CC(c1ccccc1)C1CC(=O)N(Cc2ccco2)C1=O (stereo not given)	0%	10%	3.4%	-1%	15%
CCN(CC)S(=O)(=O)c1ccc(N2CCOCC2)c(NCC(=O)Nc2ccc(F)cc2)c1	9%	2%	3.8%	2%	16%
Cc1cc2ncn(CCC(=O)NC3CCCC3)c2cc1C	x	6%	0.7%	-9%	-12%
CSc1ccc(CN(C)Cc2cc(=O)oc3c(C)c(C)ccc23)cc1	-7%	-8%	i	6%	21%
COC(=O)C1C(=O)C2=C(CC1C)NC(C)=C(C(=O)OC(C)C)C2c1ccc(C)o1 (stereo not given)	0%	7%	5.1%	3%	-4%
Cc1nnc(SCC(=O)N2CCN(Cc3ccccc3)CC2)s1	-11%	3%	3.0%	3%	8%
CCOC(=O)c1ccc(CNC(=O)CSc2nnc(-c3ccncc3)o2)cc1	0%	1%	i	0%	12%
CC(C)Cc1cc(C(=O)N2CCC(N3CCC(C(=O)N4CCOCC4)CC3)CC2)n[nH]1	-17%	-5%	0.3%	-8%	-26%
Cc1cccc(C)c1NC(=S)NCc1ccccc1	-7%	1%	1.9%	-5%	-8%
Cc1cccc(OCc2n(CC(=O)OC3CC(C)CCC3C(C)C)c3ccccc3[n+]2C)c1 (stereo not given)	3%	u	i	7.4µM*	u
COc1ccc(S(N)(=O)=O)cc1C(=O)OCC1CCCCC1	2%	3%	2.5%	3%	-8%
Cc1ccc(NC(=O)CN(C)S(=O)(=O)c2cnc[nH]2)cc1C	6%	3%	i	2%	-7%
Cc1ccc2nc(NCC(=O)NN)nc(-c3ccccc3)c2c1	-5%	9%	1.6%	-2%	-7%
COc1cc2[nH]c3c(=O)n(CCN4CCCCC4)cnc3c2cc1OC	5%	12%	2.8%	6%	-2%
Cc1ccc(N2CC(=O)N(NC(=O)CN3CCN(c4ccccc4)CC3)CC2=O)cc1	0%	1%	i	-7%	-10%
CN(C)CCCN(C(=O)c1ccc(S(=O)(=O)N2CCc3ccccc32)cc1)c1nc2ccc(Cl)cc2s1	-1%	-12%	9.5%	6%	43%
Cc1ccccc1CC(=O)NC1CCN(Cc2ccccc2)CC1	-3%	7%	0.4%	-10%	-3%
CSCCC(NC(=O)/C(=C/c1ccco1)NC(=O)c1ccco1)C(=O)O (stereo not given)	x	-2%	1.2%	7%	-12%
O=C(c1csc2c1CCCC2)N1CCCCC1	-47%	-19%	i	3%	17%
Cc1ccc(S(=O)(=O)N(CC(=O)O)Cc2ccccc2)cc1	-6%	1%	i	7%	-5%
Cc1ccc2cccc(OC(=O)N3CCCC3)c2n1	-1%	5%	i	-2%	-1%	VEEV TC-83 Vero 10K pilot screen=1.2
CCn1cc(CN2CCC(C(=O)Nc3ccc(Oc4cccnc4)cc3)CC2)cn1	12%	-9%	0.3%	4%	8%
